# RT RNaseH block: blocks HIV-1 RNase H cleavage of RNA/DNA duplex; P04585; RT-RNase H RNA/DNA duplex cleavage, fluorescence; inhibition, % at 10 µM; hit rate 1.9% among 65,000; in the data active = inhibition above about 50%
# RmlCD inh mix: inhibitors of RmlC and RmlD coupled enzymes. RmlC/RmlD coupled enzyme inhibition, 384-well mixture HTS. inhibition, % at 5.5 µM. hit rate 0.39% among 110,000. AID 1532; in the data active = inhibition above about 30%, passing the limit was not always enough; inconclusive = no clear call, values can overlap the other calls; note: strong numbers were not always called active
# * = called active by the depositor; u = inconclusive; x = no result given. The list is partial; rates above refer to the full screens.
# The line under a structure holds: RT RNaseH block, RmlCD inh mix
Cc1cc(/C=C(\C#N)C(=O)NCc2cccs2)c(C)n1-c1ccccc1F
  x, 2
CCCCSc1nnc(-c2ccc(OC)cc2)n1C
  x, -9
O=C(CNC(=O)C1CCCCC1)Nc1ccc(Cl)cc1
  x, -11
COc1ccc(N2CCN(CCCNC(=O)Nc3ccccc3)CC2)cc1
  x, -5
CCc1nn(C(C)C(=O)NCCN2CCN(c3cccc(C)c3C)CC2)c(=O)c2cc3occc3n12 (stereo not given)
  5, 0
COc1ccc(Nc2nc(N)nc(CN3CCC(Cc4ccccc4)CC3)n2)cc1
  10, -12
CCOC(=O)CSC1=C(C#N)C(=O)NC(c2ccc(OC)cc2)S1 (stereo not given)
  x, 13
O=S1(=O)N=C(N2CCN(Cc3ccccc3)CC2)c2ccccc21
  -2, 9
c1ccc2c(c1)[nH]c1c(N3CCN(C4CCCCC4)CC3)ncnc12
  10, 3
Cc1cc(C(F)F)n2ncc(C(=O)NC3CCCCCC3)c2n1
  -24, -4
CCN(CC)CC(=O)Nc1ccc2c(c1)N(C(=O)CN(CC)CC)c1ccccc1CC2
  x, -7
Cc1cc(NC(=O)CSc2cn(CCNC(=O)c3ccc(Cl)cc3)c3ccccc23)no1
  -8, 8
Cc1cc(SCC(=O)NC(=O)NCc2ccco2)nc2ccccc12
  -8, -21
Oc1c(CN2CCCCC2)cc(Br)c2cccnc12
  22, -17
CCOc1ccc(C2CC(=O)c3c([nH]c(C(=O)OC)c3C)C2)cc1OC (stereo not given)
  4, 6
CCOC(=O)C1=C(C)N=C(SC)N(C)C1c1ccccc1 (stereo not given)
  x, -6
O=c1c(-c2ccc(O)cc2)coc2cc(O)cc(O)c12
  x, 4
COc1cccc(C2CC(c3ccc(C(C)C)cc3)n3nc(N)nc3N2)c1 (stereo not given)
  -5, -8
Cc1occc1-c1nnc(SCC(=O)N2CCOCC2)o1
  -16, -11
C#CC1CN(Cc2ccccc2)CC(C#C)N1C (stereo not given)
  -11, u
CCOC(=O)NC(=O)/C(C#N)=N\Nc1ccc(Cl)cc1
  x, 8
CCN(CC)c1ccc(/C=N/N2CCOCC2)cc1
  x, 0
CCn1c(SCC(=O)N2CCc3ccccc32)nnc1-c1ccco1
  x, 8
O=C(Oc1ccc(N2C(=O)CCC2=O)cc1)c1ccco1
  -7, 5
CCN(c1ccc(NC(=O)COC(=O)c2ccc3ccccc3n2)cc1)C(C)C
  x, -4
Nc1ccc(-n2nncc2-c2ccccc2)cc1
  x, 16
NC(=O)c1oc2ccccc2c1NC(=O)CCc1ccccc1
  -7, -8
CCCCNC(=O)c1nn(-c2ccccc2OC)c(=O)c2ccccc12
  -11, -14
Cc1ccc(-c2nnc(SCC(=O)N3c4ccccc4NC(=O)C3(C)C)n2N)cc1
  0, -9
CCOC(=O)c1cc(C(=O)Nc2cccc(C)c2)nn1C
  x, 7
CC(C)C1C(C#N)=C(N)SC(N)=C1C#N
  -8, 131
CC(=O)NCCc1ccc(S(=O)(=O)NCc2ccc3c(c2)OCO3)cc1
  -2, -17
CCOC(=O)c1c(CN(C)C)oc2cc(CN(C)C)c(O)c(CSc3ccccc3)c12
  0, -8
Cc1ccc(-n2nnnc2-c2cnc3cc4c(cc3c2C)OCO4)cc1
  x, 13
C#CCN1C(=O)C(O)(CC(=O)c2cc(OC)ccc2OC)c2ccccc21 (stereo not given)
  -26, -33
Cc1cc(NC(=O)CS(=O)(=O)c2cn(Cc3ccccc3Cl)c3ccccc23)no1
  -2, 0
N=c1c2c(n(Cc3ccccc3)c3c1CCC3)CCC2
  -11, x
O=C(CS(=O)CC(=O)N(CC(=O)NC1CCCC1)c1ccc2c(c1)OCCO2)Nc1ccc(F)cc1 (stereo not given)
  x, 10
COc1ccc(Br)cc1CNCCSc1nnnn1C
  -7, -7
CCN(CC)CCCNC(=O)CC1Sc2ccccc2NC1=O (stereo not given)
  -4, -1

# Part of the list above in order of count of non-hydrogen atoms, ascending:
# The line under a structure holds: RT RNaseH block, RmlCD inh mix
CCOC(=O)c1cc(C(=O)Nc2cccc(C)c2)nn1C
  x, 7
CCN(CC)CCCNC(=O)CC1Sc2ccccc2NC1=O (stereo not given)
  -4, -1
Cc1ccc(-n2nnnc2-c2cnc3cc4c(cc3c2C)OCO4)cc1
  x, 13
Cc1ccc(-c2nnc(SCC(=O)N3c4ccccc4NC(=O)C3(C)C)n2N)cc1
  0, -9

# 2 of the compounds above, tab-delimited:
Compound	RT RNaseH block	RmlCD inh mix
O=C(Oc1ccc(N2C(=O)CCC2=O)cc1)c1ccco1	-7	5
CCN(c1ccc(NC(=O)COC(=O)c2ccc3ccccc3n2)cc1)C(C)C	x	-4

# Continued.
# The line under a structure holds: RT RNaseH block, RmlCD inh mix
Cc1ccc(SCCC(=O)N2CCC(C)CC2)cc1
  x, 61
CCOC(=O)c1cnn(-c2cc(C(C)(C)C)nc3c(-c4ccccc4)c(C)nn23)c1N
  x, -7
COc1cccc(-c2cc(C(=O)NCCCn3ccnc3)no2)c1
  x, -5
CCOC(=O)c1[nH]c(C)c(/C(O)=C2\C(=O)C(=O)N(CCCN(C)C)C2c2ccncc2)c1C (stereo not given)
  x, 6
O=C1CCCN1c1ccc(S(=O)(=O)Nc2ccc3c(c2)OCCO3)cc1
  -5, -1
CC(C)NS(=O)(=O)c1ccc(OCC(=O)N2CCN(Cc3ccc4c(c3)OCO4)CC2)c(Cl)c1
  x, -8
CCC1Oc2ccccc2N(CC(=O)Nc2ccccc2OC)C1=O (stereo not given)
  1, -15
CC(C)(C)OC(=O)N1CCC(C(=O)N[C@@H](Cc2ccccc2)C(=O)O)CC1
  x, 5
Cc1cc(NC(=O)C2CCN(S(=O)(=O)c3cccs3)CC2)no1
  x, -10
COc1ccc(F)cc1S(=O)(=O)NC1CC(C)(C)NC(C)(C)C1
  -10, 1
O=C(COC(=O)c1ccco1)NCc1ccco1
  -6, 4
CCCn1c(=O)c(C(=O)Nc2nnc(C)s2)c(O)c2ccccc21
  -23, x
O=C(NCC1(c2ccccc2)CCOCC1)c1ccc(Br)o1
  9, 8
CCC(C)N=Cc1c(NCc2ccco2)nc2c(C)cccn2c1=O (stereo not given)
  x, 4
Cc1c(C(=O)Nc2ccncc2)sc2nc(-c3ccc(F)cc3)cn12
  11, 7
COC(=O)C(C(=O)NCC1CCCO1)C1CCCC1 (stereo not given)
  x, -18
O=C(NCc1cccs1)C1CCCCC1
  x, -2
Cc1c2c(nc3nc4ccccc4n13)CC(C)(C)CC2=O
  -7, -4
COc1ccc(C#Cc2c(-c3ccsc3)oc3ccc(N4CCOCC4)cc23)cc1
  x, -334
CCCN(Cc1cc2ccc(C)cc2[nH]c1=O)S(=O)(=O)c1ccccc1
  x, -8

# Some of the entries so far, field by field:
CCC(C)N=Cc1c(NCc2ccco2)nc2c(C)cccn2c1=O (stereo not given)
- RT RNaseH block: x
- RmlCD inh mix: 4
Cc1c(C(=O)Nc2ccncc2)sc2nc(-c3ccc(F)cc3)cn12
- RT RNaseH block: 11
- RmlCD inh mix: 7
COC(=O)C(C(=O)NCC1CCCO1)C1CCCC1 (stereo not given)
- RT RNaseH block: x
- RmlCD inh mix: -18

# Further records follow:
# The line under a structure holds: RT RNaseH block, RmlCD inh mix
c1ccc(-c2cn3nc(-c4ccccc4)c(-c4ccccc4)nc3n2)cc1
  x, -49
COc1ccc2c(c1)nc(SCC(=O)c1ccc(Br)s1)n2C
  x, 1
Cc1cc(C(=O)CN2C(=O)C3CC=CCC3C2=O)c(C)n1-c1ccccc1 (stereo not given)
  11, -4
C/C=C1\COC(C(=O)NCCN2CCCC2)(C(F)(F)F)C=C1C=C1CCCCC1 (stereo not given)
  x, 8
CC(Sc1nnc(COc2ccc3ccccc3c2)n1C)C(=O)O (stereo not given)
  -23, 32
COc1ccc(OC)c(C2CC(=O)Nc3cc(OC)c(OC)c(OC)c32)c1 (stereo not given)
  6, 8
COC(=O)CNc1c(-c2ccccn2)nc2ccc(Br)cn12
  -6, -44
COCCNC(=O)CCc1nc(-c2ccccc2)no1
  0, -16
N=C1c2ccccc2CN1NC(=O)c1ccc(F)cc1
  x, -10
COc1ccc(NC(=O)Cn2nnc(C(=O)NCc3cccc(OC)c3)c2N)cc1
  -16, -12
CCOc1ccc(NS(=O)(=O)N(C)C)cc1
  -2, -2
COCC(C)NC(=O)C1CC(=O)N(c2ccc(C)cc2)C1 (stereo not given)
  3, -2
CN1CCN(S(=O)C23CC4CC(CC(C4)C2)C3)CC1 (stereo not given)
  -6, -14
CCOc1ccccc1C(=O)N(CN1CCCC1=O)c1cccc(Cl)c1
  -10, 4
Cc1cc2cc(CNC(=O)c3ccc(S(=O)(=O)N4CCCCC4)cc3)ccc2[nH]1
  x, 3
COc1ccc(CCNC(=O)C/C(C)=N/NC(=O)c2ccc(N)cc2)cc1OC
  x, 19
CCn1c(-c2ccc(N)cc2)nc2ccccc21
  -14, -11
CCCNC(=O)C(C)n1c2ccccc2c2nc(=O)cc(C)n21 (stereo not given)
  x, -5
CCOC(=O)C1=C(CSc2nc3c(cc2C#N)CCC3)OC(N)=C(C#N)C1c1ccccc1 (stereo not given)
  13, -15
Cc1ccc(NC(=O)CC(NCCN2CCOCC2)C(=O)O)cc1Cl (stereo not given)
  -12, -13
O=C(NCCCN1CCOCC1)C(Sc1ccccc1)c1ccccc1 (stereo not given)
  x, -1
CCCn1nc(CC(=O)O)c2ccccc2c1=O
  0, -15
COc1cccc(NC(=O)CN2C(=O)COc3ccc(Cl)cc32)c1
  -1, -15
Cc1c(C#N)c2ncn(Cc3ccccn3)c(=O)c2n1-c1ccccc1
  x, 6
COc1ccc(CNC(=O)c2ccccc2[N+](=O)[O-])cc1
  x, 13
COc1cccc(S(=O)(=O)NCc2ccc(C(=O)Nc3ccc(C)cc3)cc2)c1
  x, 0
CCOC(=O)c1c(NC(=O)Cc2cccs2)sc(C(=O)NC2CCCC2)c1C
  x, -10
Cc1ccc(S(=O)(=O)NCCC(=O)NCCN2CCCCCC2)cc1
  2, u
Cc1ccc(/C(O)=C2/C(=O)C(=O)N(CCCn3ccnc3)C2c2cccnc2)cc1 (stereo not given)
  -1, x
Cc1ccc(C)c(C(=O)CSc2n[nH]c(-c3ccncc3)n2)c1
  -25, -2
COc1ccc(OC)c(S(=O)(=O)N2CCCC(C)C2)c1 (stereo not given)
  x, 0
Cc1nn(-c2ccccc2)c2sc(C(=O)NC3CCCCC3)cc12
  0, -44
CCOC(=O)C1=C(CSc2nc3ccccc3s2)NC(=O)NC1c1cc(C)ccc1C (stereo not given)
  x, -5
COc1ccc(NC(=O)c2ccccn2)cc1
  x, -15
COc1cc(OC)c(NC2=NCCCCC2)cc1Cl
  4, -1
CCn1c2ccccc2c2cc(NC(=S)N3CCOCC3)ccc21
  x, 58
C=CCn1c(SCC(=O)c2ccc(OC)cc2)nnc1C(C)NC(=O)c1cccs1 (stereo not given)
  -3, -8
COC(=O)c1nc(-c2ccccc2)n[nH]1
  -6, -1
CCCCn1c(NC(=O)C2CCCCC2)nc2ccccc21
  x, -18
COc1ccccc1-c1nnc2n1N=C(C)CS2
  4, -18
COc1cc(NC(=O)c2ccccc2)c(OC)cc1NC(=O)CN1CCN(c2ccccn2)CC1
  -5, -26
CCOC(=O)C1=C(CC)Nc2ccccc2N=C1NC(=O)Nc1ccccc1OC
  -4, 4
N#Cc1nc(Cc2ccccc2)oc1N1CCC(Cc2ccccc2)CC1
  -91, 4
CCCCn1c(CNC(=O)C23CC4CC(CC(C4)C2)C3)nnc1SCC(=O)Nc1nnc(C)s1
  x, -7
COc1ccc(C(=O)CSc2nnc(-c3cc4ccccc4cc3O)n2Cc2ccco2)cc1
  26, 11
COCCCNC(=O)C(=O)N/N=C/c1ccc(OCC(=O)Nc2cccc(Cl)c2C)c(OC)c1
  x, 29
Cc1ccc([N+](=O)[O-])cc1NC(=O)CN1CCCCC1
  x, -3
COc1cccc(C2=NOC(C(=O)NCc3cccs3)C2)c1 (stereo not given)
  x, 9
CCS(=O)(=O)CCSc1nc(C)cc(C)n1
  -2, x
N/C(Cc1ccc([N+](=O)[O-])cc1)=N\OC(=O)COc1ccc2ccccc2c1
  x, 3
O=C1c2ccccc2C(Nc2ccccc2)N1c1ccc(Cl)cn1 (stereo not given)
  x, 16
Cc1cccc(NC(=O)CN(C)S(=O)(=O)c2cnc[nH]2)c1
  -10, -10
CCOc1ccccc1C(=O)Nc1cc(OC)ccc1OC
  -46, 3
CCOC(=O)Cc1nnc(NC(=O)C(CC)Sc2nc(C)cc(C)n2)s1 (stereo not given)
  x, -4
CCn1c(C)nc2cc(C(=O)NNS(=O)(=O)c3ccc(C)cc3C)ccc21
  x, 6
CCc1c(C)sc(NC(=O)CSc2nc3c(c(C(F)(F)F)n2)CCc2ccccc2-3)c1C#N
  x, 8
Cc1ccc(CNCC2CCCO2)s1 (stereo not given)
  x, -4
COc1ccccc1NC(=O)N1CCCC(c2nc3c(nnn3Cc3ccc(C)cc3)c(=O)[nH]2)C1 (stereo not given)
  1, 86
CCOc1ccc(CC(=O)Nc2c(C(N)=O)oc3ccc(Br)cc23)cc1OCC
  -13, 9
COc1ccc2[nH]c(C)c(CN3CCCCC3)c(=O)c2c1
  -6, 11
O=C(Oc1ccc(Br)cc1)C1CC(=O)N(c2ccc(F)cc2)C1 (stereo not given)
  -8, -17
